MEX-5 binding: C. elegans MEX-5 TCR-2 RNA binding activity; AID 1832; Q9XUB2; 0.38% of 300,000 active; activity score (negative = inhibition of binding), % at 10 µM; MEX-5/FITC-TCR2 RNA binding, fluorescence polarization; active compounds read low;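 active means inhibition past about -25% in most replicates, and total fluorescence under double the plate's negative control median, limit read from the data; inconclusive means replicates evenly split on the limit, or fluorescence at least double controls; inactive means too little inhibition in most replicates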;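 further: 0% = DMSO and -100% = 5 µM competing unlabeled TCR2 RNA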
CR mimetic SO: yeast age-related superoxide inhibition as caloric restriction mimetic | S. cerevisiae aged cells, superoxide DHE fluorescence; active compounds read low | superoxide response (% of plate mean), % at 10 µM | 0.18% of 330,000 active | AID 2690;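 active means superoxide response under a set limit, about three screen SD below normal, cut at about 65% in these data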;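 further: yeast aged for seven days with compound at 30 °C before DHE staining; 100% = average MFI of all compound-treated wells on the plate with controls excluded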
AGP1 TOR yeast: yeast TOR pathway AGP1-GFP modulation | GFP response vs DMSO, % at 10 µM | 0.02% of 320,000 active | S. cerevisiae AGP1-GFP multiplex flow cytometry, 3 h; GFP as percent of DMSO wells | AID 2066;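 active means GFP response relative to DMSO above a set limit, near screen average plus 3 SD, cut at about 150% in these data; inconclusive means fewer than 70 cells counted for the yeast strain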;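 further: median GFP channel fluorescence of the gated AGP1 strain per well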
Bcl-xL primary: Bcl-xL (human) inhibition; Q07817; GST-Bcl-xL / FITC-Bim BH3 peptide fluorescence polarization; inhibition, % at 10.9 µM; 0.7% of 320,000 active;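 active means inhibition above the mean of all tested compounds plus 3 SD, cutoff set per campaign, cut at about 30% in these data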;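 further: 0% = DMSO wells and 100% = unlabeled Bim-BH3 peptide competitor; inhibitors lower millipolarization by displacing the labeled peptide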
CIT2 TOR yeast: alters CIT2-GFP fluorescence in TOR pathway yeast screen; 0.065% of 320,000 active; AID 2029; GFP response vs DMSO, % at 10 µM; S. cerevisiae CIT2-GFP strain, flow cytometry, 3 h; 100 means same as DMSO wells;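 active means GFP response relative to DMSO above a set limit, near the screen mean plus 3 SD, cut at about 150% in these data; inconclusive means Fewer than 70 cells measured for a yeast strain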;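 further: ratio of well median GFP fluorescence to mean of DMSO wells on the plate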
GLD-1 RNA inh: GLD-1-TGE RNA interaction inhibition (C. elegans). Q17339. 0.44% of 320,000 active. inhibition, % at 5.96 µM. purified GLD-1 + fluorescein TGE RNA, fluorescence polarization;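 active means percent inhibition above a per-plate cutoff, the plate mean of test compounds plus 3 SD, cut at about 30% in these data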;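 further: 0% = DMSO wells with GLD-1 and probe and 100% = wells lacking GLD-1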
Target sequence (Q17339 whole entry, looked up): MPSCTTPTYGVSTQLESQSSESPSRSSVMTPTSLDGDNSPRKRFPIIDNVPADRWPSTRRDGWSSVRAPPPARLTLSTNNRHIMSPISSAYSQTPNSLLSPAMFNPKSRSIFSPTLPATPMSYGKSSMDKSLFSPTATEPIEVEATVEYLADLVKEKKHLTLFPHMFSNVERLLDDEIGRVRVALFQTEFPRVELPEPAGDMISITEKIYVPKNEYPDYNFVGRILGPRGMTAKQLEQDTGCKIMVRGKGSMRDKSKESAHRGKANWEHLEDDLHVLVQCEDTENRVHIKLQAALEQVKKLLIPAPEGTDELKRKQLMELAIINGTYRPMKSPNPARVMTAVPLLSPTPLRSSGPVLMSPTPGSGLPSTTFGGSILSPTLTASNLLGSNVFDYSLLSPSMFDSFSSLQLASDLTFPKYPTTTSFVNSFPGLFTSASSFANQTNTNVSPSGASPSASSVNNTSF
VLA-4 inh: inhibition in a human VLA-4 binding assay. P13612. VLA-4 expressing cells, ligand binding flow cytometry. inhibition, % (about 7 µM as worked out from the volumes in the protocol). 0.2% of 330,000 active. AID 2557; in the data active means inhibition above about 50%
GRK2 aptamer HTS: inhibitors of human GRK2 displacing RNA aptamer | P25098 | bead flow cytometry, FAM-aptamer displacement from GRK2 | inhibition of aptamer binding, % at 10 µM | 0.59% of 330,000 active;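 active means inhibition of aptamer binding above 40%, roughly 3 SD of noise, on plates passing a quality check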;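 further: median bead fluorescence of bound FAM aptamer so fluorescent compounds give negative values; no value below 0 was filed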
Target sequence (P25098 whole entry, looked up): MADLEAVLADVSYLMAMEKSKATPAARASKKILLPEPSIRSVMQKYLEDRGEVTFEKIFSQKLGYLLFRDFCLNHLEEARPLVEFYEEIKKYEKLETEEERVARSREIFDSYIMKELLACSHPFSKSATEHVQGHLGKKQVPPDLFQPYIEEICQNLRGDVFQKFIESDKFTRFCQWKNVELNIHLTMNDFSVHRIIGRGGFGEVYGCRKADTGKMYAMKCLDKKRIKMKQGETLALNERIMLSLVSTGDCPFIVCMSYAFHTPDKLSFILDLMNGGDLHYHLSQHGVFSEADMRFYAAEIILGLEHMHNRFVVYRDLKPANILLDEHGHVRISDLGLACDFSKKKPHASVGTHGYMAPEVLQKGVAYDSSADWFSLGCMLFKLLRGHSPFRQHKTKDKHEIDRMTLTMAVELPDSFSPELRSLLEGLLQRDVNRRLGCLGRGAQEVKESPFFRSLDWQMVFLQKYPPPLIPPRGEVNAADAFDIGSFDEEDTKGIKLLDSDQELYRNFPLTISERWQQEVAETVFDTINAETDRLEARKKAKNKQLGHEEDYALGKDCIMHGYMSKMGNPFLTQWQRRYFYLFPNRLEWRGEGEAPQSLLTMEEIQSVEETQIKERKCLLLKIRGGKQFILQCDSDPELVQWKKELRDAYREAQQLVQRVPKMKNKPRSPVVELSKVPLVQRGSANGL
MCL1-BIM inh: disrupts human MCL1 binding to BIM-BH3 peptide; Q07820; GST-MCL1 / FITC-Bim-BH3 fluorescence polarization; inhibition, % at 10.9 µM; 0.68% of 320,000 active; AID 2057;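 active means inhibition above the mean inhibition of all tested compounds plus 3 SD, set per campaign, cut at about 40% in these data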;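 further: 0% = DMSO wells and 100% = unlabeled Bim-BH3 peptide control; higher means more loss of mP so more displacement of Bim peptide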
An asterisk follows results filed as active; ? = inconclusive; . = not tested or not shown.

SMILES	MEX-5 binding	CR mimetic SO	AGP1 TOR yeast	Bcl-xL primary	CIT2 TOR yeast	GLD-1 RNA inh	VLA-4 inh	GRK2 aptamer HTS	MCL1-BIM inh
CCCN(CC(=O)Nc1ccccc1OC)Cc1c(O)ccc2ccccc12	2.5	102.0	102.6	5.1	107.6	-7.3	-18.4	0.0	3.1
CCOc1ccc(C(=O)Nc2ccc(N3CCN(C)CC3)cc2)cc1[N+](=O)[O-]	1.8	97.9	100.7	6.8	95.8	5.3	10.1	2.0	6.2
COc1cccc(OC)c1C(=O)N1CCOCC1	-3.0	104.6	93.7	-8.0	91.0	11.1	-9.8	0.0	-6.8
O/N=C/c1nc2cc(Cl)ccc2o1	2.0	109.8	94.8	-6.0	87.8	-9.9	-20.4	1.0	-9.1
O=C(NC1CCCCC1)C1CCC(=O)N(C2CC2)C1 (centres undefined)	3.0	110.8	108.6	4.5	99.9	-1.7	-6.0	4.0	2.4
O=C(O)c1cc(-c2ccc(O)cc2)on1	-0.2	104.2	98.9	-0.5	104.7	-3.2	-0.7	0.0	0.0
O=C(Cn1nnc2ccccc21)c1cccc([N+](=O)[O-])c1	-0.6	117.6	90.7	2.7	97.3	4.4	-5.4	3.0	5.1
COc1ccc(CCCC(=O)Nc2ccccc2F)cc1	1.8	88.7	105.0	3.2	104.4	2.5	3.6	0.0	9.1
O=C(O)c1cn(-c2ccc(F)cc2)c2cc(Cl)c(F)cc2c1=O	0.6	99.5	102.5	-0.9	96.4	-0.7	22.7	0.0	4.1
Cc1c(NS(=O)(=O)c2ccc(N)cc2)c(=O)n(-c2ccccc2)n1C	4.7	98.1	102.7	3.1	108.3	7.1	9.9	1.0	3.1
Cc1ccc(S(=O)(=O)CCC(=O)NCc2ccc(Cl)cc2)cc1	-0.7	91.1	99.1	-4.4	97.3	4.2	15.2	0.0	-1.8
COCCNC(=O)CSC1=N/C(=C/c2ccc(Cl)c(Cl)c2)C(=O)N1c1ccccc1F	-0.3	100.0	105.5	4.1	106.7	1.7	16.3	1.0	-2.8
CCCCc1ccc(-c2ccc(Br)cc2O)nc1	1.3	113.5	95.6	-5.8	90.0	-1.3	-1.5	7.0	-7.1
O=C(Nc1ccccc1)c1cccc(N2CCCC2=O)c1	0.0	91.8	102.8	3.9	96.2	7.2	6.7	0.0	-4.3
O=C(C1CCC(C(=O)N2CCCCC2)CC1)N1CCCCC1 (centres undefined)	1.1	107.8	108.9	8.2	102.4	-0.2	10.3	0.0	2.3
N#Cc1nc(-c2ccc(F)cc2)oc1NCc1cccc2c1OCO2	-0.7	94.6	98.8	4.6	103.2	7.5	13.5	2.0	3.0
CCOc1ccc(CN2CCN(Cc3cccn3-c3ncccn3)CC2CCO)cc1 (centres undefined)	2.4	86.1	89.3	5.8	100.5	0.8	2.2	0.0	-3.4
NC(=O)c1ccccc1NS(=O)(=O)c1ccc(F)cc1	.	83.9	95.1	3.8	84.8	6.7	5.3	1.0	1.7
CCN1CCCC1CN(Cc1cc2cc(C)ccc2[nH]c1=O)C(=O)Nc1ccccc1OC (centres undefined)	0.0	96.6	103.3	9.7	98.5	-5.8	0.4	0.0	2.8
Cc1ccc(C)c(/C=C2\CCn3c2nc2cc(C(=O)O)ccc2c3=O)c1	1.0	102.1	94.2	3.1	104.5	-3.7	-3.3	0.0	7.3
Cc1cccnc1NC1CCCCC1	0.3	109.8	98.9	1.4	93.3	5.0	-23.5	0.0	6.5
Cn1c(=O)n(C)c2cc(S(=O)(=O)N3CCOCC3)ccc21	1.2	89.3	95.7	1.1	102.7	4.9	-4.4	1.0	3.8
CCOC(=O)c1c(C)c2c(n1C)CCC/C2=N\O	.	88.6	88.0	-1.4	78.4	6.6	1.6	2.0	2.4
Cc1ccccc1NC(=O)c1cccc(C(=O)Nc2ccccc2C)n1	2.8	105.2	107.2	6.3	108.3	3.2	2.4	2.0	8.9
Cc1cc(OCC(=O)NNC(=S)NCC2CCCO2)cc(C)c1Cl (centres undefined)	-0.4	104.6	104.0	-0.4	101.4	10.4	0.1	0.0	-2.5
Later entries:
SMILES	MEX-5 binding	CR mimetic SO	AGP1 TOR yeast	Bcl-xL primary	CIT2 TOR yeast	GLD-1 RNA inh	VLA-4 inh	GRK2 aptamer HTS	MCL1-BIM inh
c1ccc(Cn2c(Nn3cnnc3)nc3ccccc32)cc1	-1.8	91.8	108.1	5.7	106.0	1.6	-8.2	0.0	9.3
COc1ccc2c(c1)[C@H]1[C@H](CO2)[C@H](c2ccccc2)[C@]2(C)C(=O)Nc3ccc(C)cc3C(=O)N12	.	107.3	88.0	.	85.9	-4.2	-8.1	0.0	.
O=C(c1ccco1)N1CCN(C(=O)C2CC(c3ccc(Cl)cc3)=NO2)CC1 (centres undefined)	-0.1	96.8	100.2	0.6	.	-0.8	1.2	22.0	3.4
N#CC(C(=O)OC1CCCCC1)c1nc2ccccc2nc1N1CCOCC1 (centres undefined)	-10.7	88.6	96.5	0.2	102.4	3.9	15.5	1.0	-0.8
COc1ccccc1C(=O)OC1CCCN(C)C1 (centres undefined)	0.5	91.5	105.3	5.8	110.4	6.4	-1.5	0.0	-0.4
COc1nc(-c2ccccc2)c2cc(C)ccc2n1	-0.6	68.8	84.3	4.0	103.6	8.8	-1.4	3.0	16.4
Cc1cc(C)c(C(=O)Nc2ccc(Br)c(C(F)(F)F)c2)c(C)c1	-2.2	67.4	84.6	-2.3	82.7	6.7	2.1	0.0	-1.4
COc1ccc(C(=O)N/C(=C\c2cc(OC)c(OC)cc2[N+](=O)[O-])C(=O)NCCO)cc1	.	102.8	112.2	-0.5	101.8	3.2	-6.4	4.0	-5.0
O=[N+]([O-])c1cc2c(cc1/C=N/n1cnnc1)OCO2	0.3	101.8	?	8.4	?	2.3	2.4	0.0	12.4
Cc1noc(C)c1S(=O)(=O)N1CCCC(C(=O)Nc2cccnc2)C1 (centres undefined)	0.0	98.6	109.3	-2.8	111.3	0.6	-9.4	3.0	-2.8
O=C(O/N=C1\CCCc2ccccc21)C1CC1	-0.3	94.9	94.7	3.8	98.2	-1.1	13.5	0.0	1.8
O=C(COC(=O)/C=C/c1ccc(S(=O)(=O)N2CCOCC2)cc1)NCc1ccc(Cl)cc1	1.8	107.6	98.2	4.0	100.2	5.0	23.0	4.0	8.5
CC(=O)N1CCc2cc(Br)cc(S(=O)(=O)NCCN3CCCCC3C)c21 (centres undefined)	1.0	114.6	96.5	5.1	84.7	1.2	-0.5	1.0	9.5
Cc1cccc(N2C(=O)c3ccc(C(=O)Nc4ccccn4)cc3C2=O)c1	3.5	107.6	87.8	3.4	93.4	-2.1	9.2	0.0	-3.6
CCCCN(C(=O)/C=C/c1ccco1)c1c(N)n(CC(C)C)c(=O)[nH]c1=O	0.8	100.1	98.5	2.0	96.0	2.6	-0.3	0.0	-0.5
CCOc1ccc(NC(=S)N(CCN2CCOCC2)Cc2cc3cc4c(cc3[nH]c2=O)OCCO4)cc1	0.5	76.1	99.6	7.5	110.1	25.0	18.6	0.0	0.6
C=CCN(CC=C)CC(O)CN(c1cc([N+](=O)[O-])ccc1OC)S(=O)(=O)c1ccccc1 (centres undefined)	-0.4	95.6	100.5	5.2	108.3	1.1	8.6	0.0	12.8
Cc1cccc(NC(=O)C2CCN(S(=O)(=O)c3cccc4cccnc34)CC2)c1	3.8	96.6	103.0	0.3	99.0	4.1	-7.2	0.0	0.9
CCOc1ccccc1CN1CCNC(=O)C1CC(=O)N(C)CCc1ccccn1 (centres undefined)	-3.4	88.1	92.0	11.4	95.9	8.4	0.9	1.0	11.7
Nc1nc(Nc2ccccc2)n[nH]1	-1.4	102.4	106.7	1.0	101.7	-3.1	6.7	1.0	-5.1
COc1ccc(-c2noc(CN(C(=O)c3ccc(OC(C)=O)cc3)C(C)C)n2)cc1OC	1.8	117.3	.	2.1	101.1	-2.0	-0.4	2.0	4.9
Cc1ccc(CN2CCN(Cc3cn[nH]c3-c3cccc(F)c3)CC2CCO)o1 (centres undefined)	0.0	104.7	98.4	6.0	109.3	0.7	17.0	0.0	9.5
CCc1ccc(Nc2nc(C)cc(C)c2C(N)=O)cc1	0.8	90.9	99.8	5.5	106.5	5.1	4.6	1.0	0.0
CCCN(CC1COc2ccccc2O1)C(=S)Nc1ccc(C)cc1 (centres undefined)	-6.1	94.7	93.9	0.6	89.8	6.5	41.0	0.0	3.3
O=C(Nc1ccccc1C(F)(F)F)c1cc(S(=O)(=O)N2CCOCC2)ccc1F	0.8	77.7	102.3	8.9	103.8	-0.9	0.7	5.0	4.2

Three of the compounds above, bar-delimited:
molecule | MEX-5 binding | CR mimetic SO | AGP1 TOR yeast | Bcl-xL primary | CIT2 TOR yeast | GLD-1 RNA inh | VLA-4 inh | GRK2 aptamer HTS | MCL1-BIM inh
O=[N+]([O-])c1cc2c(cc1/C=N/n1cnnc1)OCO2 | 0.3 | 101.8 | ? | 8.4 | ? | 2.3 | 2.4 | 0.0 | 12.4
O=C(Nc1ccccc1C(F)(F)F)c1cc(S(=O)(=O)N2CCOCC2)ccc1F | 0.8 | 77.7 | 102.3 | 8.9 | 103.8 | -0.9 | 0.7 | 5.0 | 4.2
Cc1cc(C)c(C(=O)Nc2ccc(Br)c(C(F)(F)F)c2)c(C)c1 | -2.2 | 67.4 | 84.6 | -2.3 | 82.7 | 6.7 | 2.1 | 0.0 | -1.4

Next section:
SMILES	MEX-5 binding	CR mimetic SO	AGP1 TOR yeast	Bcl-xL primary	CIT2 TOR yeast	GLD-1 RNA inh	VLA-4 inh	GRK2 aptamer HTS	MCL1-BIM inh
CC(=O)OCC(=O)[C@H]1CC[C@H]2[C@@H]3CCC4=CC(=O)CC[C@]4(C)[C@H]3CC[C@]12C	-1.7	94.9	84.4	6.6	82.1	7.4	3.5	0.0	9.3
CC(NC(=O)COC(=O)C1CCC1)c1ccccc1 (centres undefined)	-1.3	77.3	106.7	0.0	101.2	-1.5	13.9	0.0	2.4
CC(C)(C)c1ccc(-c2nnc3sc(-c4ccncc4)nn23)cc1	.	109.8	86.0	-2.1	103.1	-1.3	1.9	1.0	2.4
Nc1ccccc1Nc1nc2ccccc2[nH]1	-0.1	106.4	103.5	4.2	103.0	-1.8	-4.2	0.0	4.9
Cc1ccccc1NC(=S)NC(NC(=O)c1ccco1)C(Cl)(Cl)Cl (centres undefined)	2.0	114.5	105.7	5.3	108.8	-0.4	9.8	0.0	7.7
O=C(Nc1cc([N+](=O)[O-])ccc1F)c1cccs1	1.4	147.4	100.3	-3.4	105.8	6.8	24.6	1.0	-1.4
COc1ccc(Cl)cc1N(C)C(=O)CCc1nc(-c2ccc(C)cc2)no1	0.6	113.5	104.3	2.6	97.7	3.4	2.5	4.0	2.3
Cc1cnccc1CNC(=O)C1CCC(=O)N(Cc2ccc(Cl)cc2)C1 (centres undefined)	-4.6	99.6	99.7	0.9	95.8	4.3	10.0	0.0	-0.1

Grouped by structure: the compounds so far containing a COOH group
SMILES	MEX-5 binding	CR mimetic SO	AGP1 TOR yeast	Bcl-xL primary	CIT2 TOR yeast	GLD-1 RNA inh	VLA-4 inh	GRK2 aptamer HTS	MCL1-BIM inh
O=C(O)c1cc(-c2ccc(O)cc2)on1	-0.2	104.2	98.9	-0.5	104.7	-3.2	-0.7	0.0	0.0
O=C(O)c1cn(-c2ccc(F)cc2)c2cc(Cl)c(F)cc2c1=O	0.6	99.5	102.5	-0.9	96.4	-0.7	22.7	0.0	4.1
Cc1ccc(C)c(/C=C2\CCn3c2nc2cc(C(=O)O)ccc2c3=O)c1	1.0	102.1	94.2	3.1	104.5	-3.7	-3.3	0.0	7.3

Rows were taken by chance. Share with any hit: about 2.1%.
